GALK inhibitor: galactokinase (human) inhibition; Purified GALK, Kinase-Glo residual ATP luminescence; Potency, µM (series often up to 57.5 µM), for the others: top-dose activity change, negative = inhibition, most hits filed as inhibitors; hit rate 0.007% among 270,000; AID 1868; note: potency is the fitted concentration of half-maximal effect; % is set by controls: 0 for no effect and ±100 for the full control effect
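5 nM enzyme, 35 uM ATP, 100 uM galactose, 20 mM HEPES pH8.0, 5 mM MgCl2; 1 h RT; residual ATP by Kinase-Glo Plus luminescence, qHTS format.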
hERG WT inh: inhibitors of human wildtype KCNH2 potassium channel; Q12809; U2OS, BacMam KCNH2, thallium flux FluxOr; hits give low values; activity change, % at 1.84 µM; hit rate 0.37% among 340,000; AID 720551;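 active = maximum activity change below -70%; inconclusive = maximum activity change between -70% and -50%; inactive = maximum activity change above -50%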; note: % is set by controls: 0 for no effect and ±100 for the full control effect
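U2OS cells transduced with wild-type KCNH2 virus are loaded with FluxOr dye for 45 min, and thallium flux is measured in kinetic reads before and after stimulation buffer. Rate constants are normalized to DMSO controls.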
TSHR antagonist: human thyrotropin receptor antagonism; P16473; TSHR-expressing cells, TSH-stimulated cAMP HTRF, 2 h; hits give low values; activity change, negative = inhibition, % at 11.5 µM; hit rate 0.2% among 330,000; AID 504810;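 active = activity change below a set negative limit, meaning inhibition stronger than a set level, cut at about -70% in these data; inconclusive = activity change between two set negative limits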; note: % is set by controls: 0 for no effect and ±100 for the full control effect
Target sequence (P16473 whole entry, looked up): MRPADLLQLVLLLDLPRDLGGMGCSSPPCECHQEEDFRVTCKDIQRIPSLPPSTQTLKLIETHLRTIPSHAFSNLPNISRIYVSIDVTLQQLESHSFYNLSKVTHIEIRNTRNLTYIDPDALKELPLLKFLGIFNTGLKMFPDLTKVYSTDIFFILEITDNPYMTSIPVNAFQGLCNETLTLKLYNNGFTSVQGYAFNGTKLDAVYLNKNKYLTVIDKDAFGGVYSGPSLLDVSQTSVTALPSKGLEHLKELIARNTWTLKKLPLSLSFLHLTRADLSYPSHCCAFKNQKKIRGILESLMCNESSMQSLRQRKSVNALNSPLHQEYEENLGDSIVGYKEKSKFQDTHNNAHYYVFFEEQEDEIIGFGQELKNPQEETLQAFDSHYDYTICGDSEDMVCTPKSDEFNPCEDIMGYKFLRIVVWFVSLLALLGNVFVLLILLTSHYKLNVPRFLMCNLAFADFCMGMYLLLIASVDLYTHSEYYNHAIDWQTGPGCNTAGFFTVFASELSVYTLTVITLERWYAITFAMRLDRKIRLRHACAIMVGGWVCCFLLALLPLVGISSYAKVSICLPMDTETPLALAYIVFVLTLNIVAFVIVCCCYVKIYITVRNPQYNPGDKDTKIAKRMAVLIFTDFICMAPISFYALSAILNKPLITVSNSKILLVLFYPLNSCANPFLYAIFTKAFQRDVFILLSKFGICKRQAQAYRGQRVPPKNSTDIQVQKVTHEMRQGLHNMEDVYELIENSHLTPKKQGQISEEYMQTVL
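TSHR-expressing cells were treated with compounds, then stimulated with TSH at EC80 (4nM final) for 2 hours at 37 deg C. Cellular cAMP was measured by HTRF competition between lysate cAMP and cAMP-d2 for a cryptate-labelled anti-cAMP antibody.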
Giardia kill: kills Giardia lamblia. Giardia lamblia trophozoite viability. activity change, % at 7.66 µM, hits read low. hit rate 0.15% among 340,000. AID 540267; in the data active = activity change below about -80%; inconclusive = between about -30% and that limit;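 note: parasites exposed to compound for two days anaerobically before the ATP read; % is set by controls: 0 for no effect and ±100 for the full control effect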
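Anaerobic 48 hrs incubation at 37 deg C of 100 trophozoites/well with test compounds; ATPLite 1-Step luminescence, 15-30 min RT, reports cellular ATP as viability.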
BCR signal inh: inhibitors of chronic active B-cell receptor signaling; hit rate 0.05% among 340,000; Potency, µM (doses to about 46.1 µM), for inactives: at the highest dose ratio change, negative = lower green/red ratio, most hits filed as inhibitors; ABC-DLBCL IkBa-CBG/CBR reporter, luminescence ratio, 4 h; active = well fitted inhibition curve with a large enough effect in the signal ratio, with a control signal flat, not every such curve was filed as active; inconclusive = small, poorly fitted or top-dose-only effect, or effect the other way, or a change in a side signal; the % refers to the signal ratio;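 note: potency is the fitted concentration of half-maximal effect; plate controls were basal doxycycline-induced cells for no effect and cells given 10 µM MG132 for full effect; MG132 reads +100%, hits lower the ratio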
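Compounds up to 46 uM were incubated four hours with TMD8 cells whose green CBG68 luciferase is fused to IkappaBalpha; red CBR luminescence normalised the signal, and concentration-effect curves were fitted to fusion, red and ratio data.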
TCR activator: T cell receptor activation. primary human leukocytes, anti-CD3, IL-2 HTRF, 48 h. Potency, µM (series often up to 9.22 µM), without a hit: at the top dose activation of IL-2 secretion, actives largely listed as activators. 330,000 tested, under 10 active. AID 504894; note: % of control where 0% means no effect
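48 hr co-incubation of compounds, a-CD3 beads and primary human leukocytes; IL-2 quantified homogeneously by HTRF with anti-IL-2 K and d2 conjugates.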
Coupling enz: coupling enzyme interference in Giardia aldolase counter-screen | coupling enzyme system counterscreen, AmpLite Red fluorescence | activity change, negative = inhibition, % at 58.2 µM, hits read low | hit rate 0.67% among 290,000; in the data active = activity change below about -30%; note: % is set by controls: 0 for no effect and ±100 for the full control effect
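Final compound at 57.5 uM, incubated 10 min at RT with coupling enzyme reagent (glyceraldehyde-3-phosphate), then 20 min with substrate and AmpLite Red detection. Fluorescence read at 525/598 nm; tests interference with the coupling assay, not aldolase inhibition.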
MLL CXXC-DNA inh: blocks binding of human MLL CXXC domain to DNA; Q03164; MLL-CXXC / FITC-HOXA9 DNA fluorescence polarization; Potency, µM (titrated, usually from 115 µM), inactives show top-dose activity change, negative = inhibition, actives largely listed as inhibitors; hit rate 0.037% among 290,000; AID 2662; active = well fitted inhibition curve with a large enough effect in the polarisation, with a control signal flat, not every such curve was filed as active; inconclusive = small, poorly fitted or top-dose-only effect, or effect the other way, or a change in a side signal; inactive = no such curve, though single readings can be large or run the other way; the % refers to the polarisation; note: potency is the fitted concentration of half-maximal effect
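Steps: dispense CXXC domain solution (7 uM) → pin compounds or unlabeled HOX-A9 DNA control → 5 min ambient → add FLSN-HOX-A9 solution (50 nM) → spin → 30 min ambient → fluorescence polarization. Tris pH 7.5/NaCl/DTT/BSA buffer.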
Tb PFK block: inhibitors of T. brucei phosphofructokinase; T. brucei PFK, ADP-Glo luminescence; hit rate 0.17% among 330,000; Potency, µM (titrated, usually from 57.5 µM), for the others: top-dose activity, negative = inhibition, actives largely listed as inhibitors; AID 485367; O15648;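 note: potency is the fitted concentration of half-maximal effect; 0% = uninhibited 1x PFK enzyme wells and -100% = no-enzyme wells; nearly all actives have a fitted effect of over 60% in size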
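PFK 1.25 nM, F6P 0.5 mM, ATP 0.1 mM, 0.1 M TEA pH 8.0, 5 mM MgCl2, 0.01% Tween20, 0.1% BSA; 45 min RT. ADP-Glo readout. qHTS titration up to 57 uM; curves fitted, compounds curve-classed.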
A-T KAP1 phos: potential ataxia-telangiectasia treatment. […] A-T fibroblasts, KAP-1 phosphorylation AlphaLISA; neocarzinostatin DNA damage 30 min before lysis. Potency, µM (highest dose often 57.5 µM), for inactives: top-dose activation, most hits filed as activators. hit rate 0.19% among 320,000. AID 485349; note: potency is the fitted concentration of half-maximal effect; % of control where 0% means no effect; nearly all actives have a fitted effect of over 45% in size
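hTERT-immortalized A-T patient fibroblasts ([…]), 500 cells/well in OPTI-MEM, 1% FBS, got compounds for 60 min, then NCS for 30 min at 37C. Lysates were then assayed for phospho-KAP-1 by AlphaLISA (anti-pKAP1 donor, anti-KAP1 acceptor beads), 6 hr at 25C.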
* marks the source's active call; other numbers are inactive results; ? = inconclusive; . = not tested or not shown; & = joins results of further samples; [ ] = another dose, or the depositor's remark. Unless noted, calls come from the whole dose curve; as a rule, active = well fitted curve in the direction sought with a large enough effect; inconclusive = small, poorly fitted or top-dose-only effect, or another doubt; inactive = no such curve, though single readings can be large; an effect the other way counts as inactive or inconclusive.

SMILES | GALK inhibitor | hERG WT inh | TSHR antagonist | Giardia kill | BCR signal inh | TCR activator | Coupling enz | MLL CXXC-DNA inh | Tb PFK block | A-T KAP1 phos
COc1cccc(Nc2ncc(C(=O)O)c3ccccc23)c1 | -1% | -30 | -18 | -8 | -27% | -2% | -10 | 1% | -3% | -4%
COc1cc(CNC2CCCCCCC2)cc(Br)c1OCC#N | . | 7 | 16 | 2 | -2% | 1%[46.1 µM] | 1 | -5% | 5% | -2%
O=c1c2c(O)cc(O)cc2oc2c(O)ccc(O[C@H]3O[C@@H](CO)[C@H](O)[C@@H](O)[C@@H]3O)c12 | . | -16 | -16 | 6 | 9% | -3% | . | . | -23% | -7%
CCC(=O)c1ccccc1OCCCN1C(=O)NC(C)(C)C1=O | -1% | 24 | 2 | 2 | ? | -5% | -3 | 4% | -15% | 13%
CCOC(=O)c1c(CN2CCCCC2)n(C)c2cc(Br)c(O)c(CN(C)C)c12 | 3% | 15 | 4 | -4 | -1% | -4% | -3 | 0% | -6% | 12%
COc1ccc(NC(=O)NCCC2=CCCCC2)cc1 | 6% | 0 | 3 | 1 | 11% | -5% | 0 | 6% | -17% | -8%
Cc1cc(C(F)(F)F)cc(NNC(=O)NC(=O)c2ccccc2Cl)n1 | 1% | -7 | -4 | 5 | 12% | -5% | 0 | 4% | 2% | 2%
Cc1nc(SCc2ccc([N+](=O)[O-])cc2)nc2ccccc12 | -1% | 16 | 1 | 16 | ? | -13% | 1 | 5% | -9% | -7%
COc1ccc(-c2cc(C(=O)Nc3nc4c(C)cccc4s3)c3ccccc3n2)cc1OC | -1% | 5 | 3 | -12 | ? | . | . | 39%[activator] | -3% | -4%
CCCCNC(=S)Nc1ccccc1Cc1ccccc1 | 0% | 7 | 11 | -15 | 3% | 1% | 2 | -17% | 3% | 14%
Cc1ccc2nc(N3CCN(C)CC3)c(C=O)c(=O)n2c1 | . | -1 | 6 | -14 | 2% | 10% | 0 | -9% | -3% | -3%
COc1ccc(C(CCN2CCCC2)c2c(OC)cc(OC)c3c(-c4ccccc4)cc(=O)oc23)cc1 (stereo not given) | -2% | -11 | 9 | 10&-13 | -6% | 0% | 4&1 | 13% | 0% | 14%
Cn1c(=O)c(C(=O)Nc2cnccn2)c(O)c2ccccc21 | 8% | . | -10 | . | ? | . | 0 | 9% | 4% | -1%
COC(=O)c1sc2nc(C)nc(SCC(=O)C(C)(C)C)c2c1C | 0% | 12 | 10 | -2 | 15% | 0% | 2 | 5% | -3% | 2%
CC(=O)Cc1nsc(Nc2cccc(C)c2)n1 | 11% | 2 | -3 | -4 | 1% | 4% | 3 | 10% | -2% | -2%
COc1cccc(-c2sc3cc(OC)c(OC)cc3c2-c2ccc(OCCN3CCCCC3)cc2)c1 | . | 17 | -7 | -5 | ? | 4%[46.1 µM] | . | . | 1% | -2%
Cc1ccc(C(=O)N2CCC(C(=O)NCc3cccnc3)CC2)cc1 | -5% | -11 | 17 | 22 | ? | -1%[46.1 µM] | 6 | 0% | 0% | .
Cc1ccc(N2NC(=O)/C(=C/C=C/c3ccco3)C2=O)cc1C | -6% | 0 | -4 | 5 | -2% | 1% | 2 | -6% | -4% | -3%
Cc1ccc(S(=O)(=O)CCSc2nccn2C)cc1 | . | 15 | 3 | -7 | ? | 1% | -2 | 8% | -1% | 3%
Clc1cccc(-c2nnc(-c3ccno3)o2)c1 | -1% | -3 | -6 | -15 | ? | 1% | -4 | 7% | 3% | -4%
CCOc1cc(/C=C2/NC(=O)N(CC(=O)Nc3cccc(C)c3)C2=O)ccc1OCC(N)=O | -4% | 1 | -13 | 17 | 0% | 2% | 4 | 1% | -1% | -3%
Cc1cccc2sc(NNC(=O)c3cc(=O)c4ccccc4o3)nc12 | 1% | 4 | -9 | -13 | . | -5% | -8 | 2% | -14% | -17%
CN(C1CCS(=O)(=O)C1)S(=O)(=O)c1cccs1 (stereo not given) | . | 3 | -2 | -6 | -9% | 3% | . | . | -1% | 4%
Cc1[nH]c2ccccc2c1C(=O)C(=O)N1CCCc2ccccc21 | -2% | 13 | -15 | 9 | ? | 4%[46.1 µM] | 3 | 18% | 0% | .
CC(C)n1c(CSCc2ccc(Cl)cc2Cl)n[nH]c1=S | 4% | -8 | -17 | -14 | -6% | -3% | 4 | 14% | -8% | 3%

Limited to Giardia kill and Coupling enz, for 6 of the compounds above:
| smiles | Giardia kill | Coupling enz |
| --- | --- | --- |
| CC(=O)Cc1nsc(Nc2cccc(C)c2)n1 | -4 | 3 |
| COc1cccc(-c2sc3cc(OC)c(OC)cc3c2-c2ccc(OCCN3CCCCC3)cc2)c1 | -5 | . |
| Cc1ccc(C(=O)N2CCC(C(=O)NCc3cccnc3)CC2)cc1 | 22 | 6 |
| Cc1ccc(N2NC(=O)/C(=C/C=C/c3ccco3)C2=O)cc1C | 5 | 2 |
| Cc1ccc(S(=O)(=O)CCSc2nccn2C)cc1 | -7 | -2 |
| Clc1cccc(-c2nnc(-c3ccno3)o2)c1 | -15 | -4 |

The results go on.
SMILES | GALK inhibitor | hERG WT inh | TSHR antagonist | Giardia kill | BCR signal inh | TCR activator | Coupling enz | MLL CXXC-DNA inh | Tb PFK block | A-T KAP1 phos
O=C(CN1C(=O)NC2(CCCCCC2)C1=O)c1ccccc1 | -1% | -12 | -2 | 16 | 0% | -81% | 2 | ? | 0% | -9%
CC(NC(=O)c1cc([N+](=O)[O-])cc([N+](=O)[O-])c1)C1CC2CCC1C2 (stereo not given) | 13% | 1 | -13 | 3 | 12% | 5% | 2 | 0% | -1% | 3%
Cc1ccccc1NC(=O)N1CCC(NC(=O)C2CCCCC2)CC1 | -2% | -14 | -2 | -8 | 6% | 5% | 2 | 26% | -1% | -3%
COc1ccc(C)cc1S(=O)(=O)NC1CC1 | 3% | 4 | 23 | -8 | 4% | . | 0 | -4% | 0% | 3%
CC(=O)Nc1nnc(SCC(=O)N2CCc3ccccc32)s1 | 0% | 5 | 31 | 10 | 0% | 3% | 1 | 8% | -2% | -2%
CC(=O)Oc1ccc(/C=C2/C(=O)N(c3ccccc3)N=C2C)cc1 | -2% | -2 | 11 | ? | 5% | 6% | 2 | -8% | 3% | -4%
CSc1ccc(C(=O)N2CCC(CCC(=O)NC3CC3)CC2)cc1 | 6% | 21 | -8 | 44[activator] | 0% | -5% | . | 6% | 0% | 13%
O=[N+]([O-])c1ccccc1CN1CCN(S(=O)(=O)Cc2ccccc2)CC1 | 4% | 1 | 20 | 1 | 0% | 3% | 1 | 2% | -22% | 2%
O=C(NNC(=S)Nc1ccccc1C(F)(F)F)C1CC1 | -3% | 1 | 1 | 5 | -15% | -10% | 0 | -11% | 0% | 1%
N#CCCCc1cc2ccccc2cn1 | . | -10 | 31 | 18 | 0% | 1% | . | . | -1% | ?
COCCCNC(=S)NNC(=O)c1cc(C2CC2)nc2ccccc12 | 0% | -2 | 0 | 20 | 0% | 2% | -1 | -4% | -2% | 9%
O=C1C2CCCCN2C(=O)N1CCCCN1CCN(c2ccc(F)cc2)CC1 (stereo not given) | 0% | 0 | 0 | 14 | 0% | 1% | -3 | -22% | 0% | -4%
CC(C)c1ccc(NC2=CC(=O)CC(C)(C)C2)cc1 | 1% | 0 | 0 | -7 | ? | -3% | -5 | -1% | 6% | 8%
COc1ccc(C(=O)NNC(=O)C2CC=CCC2)cc1 (stereo not given) | 0% | -14 | -23 | -13 | ? | . | 1 | 0% | 1% | 6%
CC(C)CCN1CCN(Cc2ccc(Sc3nncn3C)o2)CC1CCO (stereo not given) | -1% | 22 | 6 | -2 | 2% | 0% | 5 | -8% | 0% | 1%
Cc1ccc(NCCC(=O)c2cccs2)cc1Cl | 0% | -3 | -13 | -10 | 1% | -1% | 3 | 17% | -6% | 3%
O=C(O)c1cccc(CN2C(=O)S/C(=C/c3cccc([N+](=O)[O-])c3)C2=O)c1 | . | -8 | -9 | 2 | ? | -4% | 12 | 16% | 3% | 17%
Cc1cc(NC(=O)CCC(=O)N(c2ccc(F)cc2)C(C(=O)NC2CCCC2)c2cccnc2)no1 (stereo not given) | -2% | -3 | -4 | 2 | 2% | -1% | -3 | -3% | 1% | 3%

2 records drawn at random from the list so far, as already listed:
SMILES | GALK inhibitor | hERG WT inh | TSHR antagonist | Giardia kill | BCR signal inh | TCR activator | Coupling enz | MLL CXXC-DNA inh | Tb PFK block | A-T KAP1 phos
CCC(=O)c1ccccc1OCCCN1C(=O)NC(C)(C)C1=O | -1% | 24 | 2 | 2 | ? | -5% | -3 | 4% | -15% | 13%
O=[N+]([O-])c1ccccc1CN1CCN(S(=O)(=O)Cc2ccccc2)CC1 | 4% | 1 | 20 | 1 | 0% | 3% | 1 | 2% | -22% | 2%
